Screening results: PubChem BioAssay, National Center for Advancing Translational Sciences (NCATS)
p53ts 39C tox – p53ts cell cytotoxicity, nonpermissive temperature. H1299-p53A138V viability at 39C, ATP luminescence, 24 h. 130,000 compounds, 1.5% hits. Potency, µM (titrated, usually from 46.1 µM), for the others: top-dose activity change, negative = cell killing, actives largely listed as cytotoxic; note: nearly all actives have a fitted effect of over 55% in size
IkB signaling – inhibitors of IkB signaling in ABC-DLBCL cells; ABC-DLBCL IkBa-CBG/CBR dual luciferase ratio, 4 h; response scale: scaled: untreated 0%, proteasome inhibitor 100%; Potency, µM (titrated, usually from 57.1 µM), for the others: at the highest dose IkBa stabilization activation; 110,000 compounds, 0.04% hits; AID 445; active = well fitted curve in the direction sought with a large enough effect in the signal ratio, not every such curve was filed as active; inconclusive = small, poorly fitted or top-dose-only effect, or a change in a side signal; the % refers to the signal ratio;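 note: the direction sought is a rising ratio; 0% = basal untreated cells and 100% = reference inhibitor full response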
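Curves were fitted separately to fusion (green), unfused (red) and ratio luminescence, then classed by r2, magnitude and activity. Cells: OCI-Ly3, 4 h compound plus doxycycline at 37C; 10 uM MG-132 defined full response.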
p53ts 32C kill – kills p53ts cells at the permissive temperature. H1299-p53A138V at 32C, ATP luminescence viability, 24 h. Potency, µM (top dose mostly 46.1 µM), for inactives: at the highest dose activity change, negative = cytotoxicity, most hits filed as cytotoxic. 130,000 compounds, 0.93% hits. AID 924;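 note: 0% = DMSO and -100% = full killing by reference compound; nearly all actives have a fitted effect of over 55% in size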
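ATP-content luminescence (ATPlite) read-out after 24 h compound exposure at 32C in H1299-p53A138V cells (600/well). Tested up to 46 uM. Normalized to DMSO (0%) and 100 uM tamoxifen (100% killing); Hill-fit AC50.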
Imprint erasure – induces erasure of genomic imprints in mouse ES cells; mouse ES Peg3-LacZ reporter, beta-gal luminescence, 40 h; Potency, µM (top dose mostly 60.7 µM), inactives show at the highest dose activity change, positive = activation, hits mostly activators; 110,000 compounds, 0.02% hits;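 note: 0% = negative control wells on the plate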
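Each well holds 300 Peg3LacZ-Neo (maternal) female ES cells incubated 40 h at 37C, 5% CO2. LacZ is measured by BetaGlo luminescence, with AC50 and maximum efficacy derived from dose-response curves.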
Numbers without * were called inactive; ? = inconclusive; / = no result given; [ ] = another dose, or the depositor's remark. Unless noted, calls come from the whole dose curve; as a rule, active = well fitted curve in the direction sought with a large enough effect; inconclusive = small, poorly fitted or top-dose-only effect, or another doubt; inactive = no such curve, though single readings can be large; an effect the other way counts as inactive or inconclusive. Unless noted, % is set by controls: 0 for no effect and ±100 for the full control effect; potency is the fitted concentration of half-maximal effect.

Each structure is followed by: p53ts 39C tox | IkB signaling | p53ts 32C kill | Imprint erasure
O=C(NC1CCCCCC1)c1cc2c(Cl)nc3ccccc3c2s1
    -14.4% | -4.7% | 3.4% | -11.0%[10.9 µM]
O=C(c1ccccc1)N1CCCC(c2nc3c(nnn3Cc3ccccc3)c(=O)[nH]2)C1 (stereo unspecified)
    -2.1% | -0.9% | 3.8% | -2.0%
CCOC(=O)C1(C)NC(c2ccc(N(C)C)cc2)C2C(=O)N(CC)C(=O)C21 (stereo unspecified)
    -8.3% | -0.2% | -8.7% | -1.5%
Cc1c2cnn(CC(=O)Nc3ccc(F)cc3F)c(=O)c2c(C)n1Cc1cccc(Cl)c1
    ? | 0.6% | -10.0% | 3.6%[10.9 µM]
CCc1cc2c(nc1CC)CCN(CC/C(C)=N/O[C@@H](C)c1cc(-c3c(C)cc(C)cc3C)no1)C2
    6.5%[9.22 µM] | / | 1.7%[9.22 µM] | /
Brc1ccc(-c2nc(-c3ccncc3)no2)o1
    0.2% | -1.0% | -5.9% | -26.7%
CCC(=O)N1CCc2cc(S(=O)(=O)CCC(=O)NCCC3=CCCCC3)ccc21
    -5.4% | -1.4% | 1.6% | -17.7%
O=C(O)c1ccc(CNCc2ccc(Cl)cc2)cc1
    -15.0% | / | -17.0% | /
CCN(CC)C(=O)c1sc2c(c1C)c(=O)n(CCc1ccccc1)c(=O)n2Cc1cc(C)ccc1C
    9.5% | ? | 3.5% | -11.4%[10.9 µM]
COc1ccc(-c2noc(CC(=O)N(C)c3cccc(C)c3)n2)cc1
    -5.0% | ? | -0.7% | -14.7%[10.9 µM]
COc1ccc(-c2nc(CN3CCC(C(=O)NCCc4ccccc4)CC3)c(C)o2)cc1OC
    -1.6% | -0.4% | 2.5% | -16.2%[10.9 µM]
O=C(NCc1cccnc1)C1CC(=O)N(c2ccc(F)cc2)C1 (stereo unspecified)
    1.2% | 0.1% | -6.5% | 11.5%
CCCCCCCC/C=C/CCCCCCCCOP(=O)([O-])OCC[N+](C)(C)C
    5.2% | / | 2.7% | -5.3%
Cc1cc(C)n2c(SC/C(O)=C(\C#N)c3nc4ccccc4[nH]3)nnc2n1
    2.2% | 1.8% | 11.3% | -0.6%
O=C(NCc1ccccn1)c1cc2n(n1)C(C(F)(F)F)CC(c1ccco1)N2 (stereo unspecified)
    11.7% | 3.2% | 10.1% | -17.9%
CCn1c(=O)cc(OCC(=O)NCCC(C)C)c2ccccc21
    -0.4% | 3.0% | 2.4% | -11.3%
Cc1cc(=O)n(-c2ccccc2)n1C
    1.6% | -0.6%[25.6 µM] | 11.0% | -8.8%
Cc1nc(NC2=NCN(CC3CCCO3)CN2)nc2ccccc12 (stereo unspecified)
    -5.1% | -0.3% | -1.9% | /
Cc1ccccc1NC(=O)N1CCCC(c2nc(-c3ccc(C(C)C)cc3)no2)C1 (stereo unspecified)
    -10.6% | ? | 6.1% | -54.8%[inhibitor]
Cc1ccc(CN(Cc2ccco2)C(=O)COc2ccc(Cl)cc2Cl)cc1
    -7.2% | ? | -5.3% | -17.3%[10.9 µM]

The last 2 compounds of the section above open the next one:
Each structure is followed by: p53ts 39C tox | IkB signaling | p53ts 32C kill | Imprint erasure
Cc1ccccc1NC(=O)N1CCCC(c2nc(-c3ccc(C(C)C)cc3)no2)C1 (stereo unspecified)
    -10.6% | ? | 6.1% | -54.8%[inhibitor]
Cc1ccc(CN(Cc2ccco2)C(=O)COc2ccc(Cl)cc2Cl)cc1
    -7.2% | ? | -5.3% | -17.3%[10.9 µM]
CC(C)(C)OC(=O)NCCc1nnc(SCC(=O)c2ccc(Cl)cc2)o1
    6.7% | 6.3% | -6.7% | -13.7%
N#Cc1c(N)sc(=S)c2c1CCCC2
    6.9% | 1.7% | 7.2% | -6.5%
CCOC(=O)N1CCC(NC(=O)C2CCN(S(=O)(=O)c3cnc[nH]3)CC2)CC1
    -0.5% | -0.7% | -1.9% | ?
CCc1ccc(CNC(=O)c2nn(-c3ccc(OC)c(Cl)c3)c(=O)c3c2c2ccccc2n3C)cc1
    22.5% | -1.4% | 5.8% | -9.0%[10.9 µM]
COc1ccc(-n2nc3c(N4CCCC(C(=O)NCc5ccc(C)cc5)C4)nnc(C)c3c2C)cc1 (stereo unspecified)
    ? | ? | ? | -23.3%[10.9 µM]
COc1cccc(-c2cncnc2Nc2ccccc2)c1
    4.6% | 0.4%[11.4 µM] | 15.7% | ?
COc1ccc(C(=O)NCc2cccnc2)cc1OC
    5.3% | 0.0% | 2.7% | 11.8%
Cc1cc(SCC(=O)c2ccccc2)n2nc(C)nc2n1
    ? | -2.5% | -15.3% | -6.5%
CCc1sc(Nc2cccc(Cl)c2C)nc1-c1cc2cccc(OC)c2oc1=O
    -3.9% | 2.2% | 18.6% | -12.7%[10.9 µM]
Cc1cccc(-c2noc(Cc3ccccc3)n2)c1
    2.8% | / | -4.8% | /
COc1ccc(N2CCN(C(=O)CCc3nnc4n(C)c(=O)c5sccc5n34)CC2)cc1
    9.8% | 3.7% | 10.2% | -4.2%[10.9 µM]
COc1ccc(S(=O)(=O)N2CCN(c3ccccc3F)CC2)cc1-c1noc(C)n1
    12.6µM* | -0.2% | ? | -7.4%[10.9 µM]
CCOc1ccc(/C=C/c2nc(C#N)c(N3CCN(c4ccccc4)CC3)o2)cc1
    -7.6% | 2.4% | 0.2% | -3.9%[10.9 µM]
O=C(CSc1ccc2nnc(-c3ccccn3)n2n1)Nc1ccc2c(c1)OCO2
    14.4% | -3.1% | 3.2% | -15.2%
O=c1n(Cc2ccc([N+](=O)[O-])cc2)c2ccccc2c2nc(-c3ccccc3)nn12
    -10.0% | 1.5% | 6.7% | -7.0%[10.9 µM]
CCNC(=O)CP(=O)(c1ccccc1)c1ccccc1
    0.5% | 0.6% | 2.3% | -3.2%
Cc1c(C(=O)NCCC2=CCCCC2)oc2ccc(S(=O)(=O)N3CCC4(CC3)OCCO4)cc12
    14.4% | ? | 20.7% | -23.6%
O=C(CSc1nc2ccsc2c(=O)n1-c1ccc(Cl)cc1)NCc1ccc(Cl)cc1
    -15.2% | 0.5% | -0.8% | 5.5%[10.9 µM]
O=C(Cn1ncc2c1-c1ccccc1OC2)N1CCN(c2ccccc2)CC1
    -24.9% | ? | 8.2% | -4.7%[10.9 µM]
CCCCCNC(=O)c1cc2c(=O)n3ccccc3nc2n1C
    -13.6% | ? | -1.9% | -13.6%[10.9 µM]

Overlap with the part before: three entries, then new ones.
Each structure is followed by: p53ts 39C tox | IkB signaling | p53ts 32C kill | Imprint erasure
O=C(CSc1nc2ccsc2c(=O)n1-c1ccc(Cl)cc1)NCc1ccc(Cl)cc1
    -15.2% | 0.5% | -0.8% | 5.5%[10.9 µM]
O=C(Cn1ncc2c1-c1ccccc1OC2)N1CCN(c2ccccc2)CC1
    -24.9% | ? | 8.2% | -4.7%[10.9 µM]
CCCCCNC(=O)c1cc2c(=O)n3ccccc3nc2n1C
    -13.6% | ? | -1.9% | -13.6%[10.9 µM]
COc1ccc(-n2cc(-c3ccccc3)c3c(NCc4cccc(Cl)c4)ncnc32)cc1
    ? | -2.2% | 12.1% | -18.4%[10.9 µM]
CC1CCCCN1CCn1cnc2c([nH]c3ccccc32)c1=O (stereo unspecified)
    -8.6% | -1.1% | -8.8% | -2.8%
CCN(CC)C(=O)CSc1nc(-c2ccccc2)cc(-c2ccc(OC)cc2)c1C#N
    -8.3% | -5.8% | 0.8% | -6.6%[10.9 µM]
COc1ccc2c(c1)CCC1[C@@H]2CCC2(C)[C@@H](NCCCCCCN3C(=O)C=CC3=O)CC[C@@H]12 (stereo partly specified)
    0.4% | -0.2% | -8.6% | -9.7%
CCCCCn1c(C(C)NC(=O)CCC)nc2ccccc21 (stereo unspecified)
    -2.8% | 1.1% | -1.9% | -12.5%
COc1cc2nc(CN3C(=O)c4ccccc4C3=O)oc(=O)c2cc1OC
    1.9% | 1.8% | -10.7% | -8.0%
COc1ccc(NS(=O)(=O)c2ccc(NC(C)=O)cc2)cc1OC
    3.9% | -2.0% | -7.1% | -23.8%
O=C(Cn1cc(C(=O)c2ccco2)c2ccccc21)Nc1ccc(Br)cc1
    51.8%[activator] | ? | -14.2% | -3.1%[10.9 µM]
CCOc1c(Br)cc(C(N)=O)cc1OC
    -4.2% | -1.5% | 0.7% | -1.4%
Cc1oc(-c2ccccc2Cl)nc1CS(=O)(=O)CC(=O)NC(C)c1ccccc1 (stereo unspecified)
    -2.0% | ? | -5.6% | -14.3%[10.9 µM]
CCOc1ccc(NC(=O)c2cnc3scc(C)n3c2=O)cc1
    -8.5% | 0.7% | -15.1% | -26.1%
Cc1ccc(C)c2[nH]c(=O)c(CN(CCCN(C)C)C(=O)NCc3ccccc3)cc12
    -20.3% | 0.9% | -11.1% | -12.2%
CC(=O)OC(C)C
    14.6% | -2.1% | -8.7%[1.84 µM] | 5.4%
COc1ccc(OC)c(S(=O)(=O)Nc2cccc(-c3ccc(N4CCCCC4)nn3)c2)c1
    ? | -1.5% | -3.5% | 13.4%[10.9 µM]
O=S(=O)(Nc1ccc2c(c1)nc1n2CCN(Cc2ccccc2)C1)c1ccc(Cl)cc1
    -3.9% | 1.7% | 3.1% | -24.4%
Cc1cccc(C(=O)Nc2sc3c(c2C(=O)O)CCCC3)c1
    12.6µM* | ? | ? | -70.9%[inhibitor][10.9 µM]
Cc1ccc(C)c(CN2C(=O)c3ccccc3S(=O)(=O)c3ccc(C(=O)N4CCN(c5ccccc5)CC4)cc32)c1
    4.6% | -0.7% | 9.8% | -12.5%[10.9 µM]
CCOc1ccc(S(=O)(=O)NCC(c2ccco2)S(=O)(=O)c2cccs2)cc1 (stereo unspecified)
    24.4% | -0.9% | -13.1% | -6.4%[10.9 µM]
CCn1cc(C(=O)O)c(=O)c2cnc(N3CCN(C(=O)Nc4ccccc4)CC3)nc21
    4.6% | 0.0% | 4.4% | 1.8%
O=C(Nc1ccccc1C(=O)O)c1ncn[nH]1
    10.5% | 2.0% | -1.7% | -5.7%

(next part)
canonical_smiles,p53ts 39C tox,IkB signaling,p53ts 32C kill,Imprint erasure
CC1(O)C(=O)c2ccccc2N(c2ccccc2)C1=O (stereo unspecified),9.1%,/,-1.0%,/
COC(=O)C1=C(O)CSC1=Nc1cccc(C(F)(F)F)c1,5.8%,-0.6%,-7.8%,-15.4%
O=C(O)c1c[nH]c2cc(OCc3ccccc3)ccc2c1=O,7.8%[9.22 µM],?,-6.7%[9.22 µM],-2.0%[10.9 µM]
Cc1cccc(C(=O)Nc2cc(-c3ccccc3F)nn2-c2ccccc2)c1,-5.1%,?,-2.0%,4.2%[10.9 µM]
CCOC(=O)C1CCN(S(=O)(=O)c2cc(-c3cc(C)no3)ccc2C)CC1,2.0%,-0.5%,-8.3%,-8.2%[10.9 µM]

Sorted by number of heavy atoms (ascending): seven of the compounds above.
canonical_smiles,p53ts 39C tox,IkB signaling,p53ts 32C kill,Imprint erasure
CC1(O)C(=O)c2ccccc2N(c2ccccc2)C1=O (stereo unspecified),9.1%,/,-1.0%,/
COC(=O)C1=C(O)CSC1=Nc1cccc(C(F)(F)F)c1,5.8%,-0.6%,-7.8%,-15.4%
O=C(O)c1c[nH]c2cc(OCc3ccccc3)ccc2c1=O,7.8%[9.22 µM],?,-6.7%[9.22 µM],-2.0%[10.9 µM]
CCOC(=O)C1CCN(S(=O)(=O)c2cc(-c3cc(C)no3)ccc2C)CC1,2.0%,-0.5%,-8.3%,-8.2%[10.9 µM]
Cc1cccc(C(=O)Nc2cc(-c3ccccc3F)nn2-c2ccccc2)c1,-5.1%,?,-2.0%,4.2%[10.9 µM]
CCn1cc(C(=O)O)c(=O)c2cnc(N3CCN(C(=O)Nc4ccccc4)CC3)nc21,4.6%,0.0%,4.4%,1.8%
Cc1ccc(C)c(CN2C(=O)c3ccccc3S(=O)(=O)c3ccc(C(=O)N4CCN(c5ccccc5)CC4)cc32)c1,4.6%,-0.7%,9.8%,-12.5%[10.9 µM]
